Bioassay records: PubChem BioAssay, National Center for Advancing Translational Sciences (NCATS)
TrxR1 substrate = substrates of rat thioredoxin reductase 1. O89049. purified TrxR1 substrate turnover, NADPH consumption readout. Potency, µM (doses to about 114 µM), inactives show at the highest dose activity change, negative = substrate turnover. 0.01% of 390,000 active; note: potency is the fitted concentration of half-maximal effect; % is set by controls: 0 for no effect and ±100 for the full control effect; nearly all actives have a fitted effect of over 50% in size
Target sequence (O89049 whole entry, looked up): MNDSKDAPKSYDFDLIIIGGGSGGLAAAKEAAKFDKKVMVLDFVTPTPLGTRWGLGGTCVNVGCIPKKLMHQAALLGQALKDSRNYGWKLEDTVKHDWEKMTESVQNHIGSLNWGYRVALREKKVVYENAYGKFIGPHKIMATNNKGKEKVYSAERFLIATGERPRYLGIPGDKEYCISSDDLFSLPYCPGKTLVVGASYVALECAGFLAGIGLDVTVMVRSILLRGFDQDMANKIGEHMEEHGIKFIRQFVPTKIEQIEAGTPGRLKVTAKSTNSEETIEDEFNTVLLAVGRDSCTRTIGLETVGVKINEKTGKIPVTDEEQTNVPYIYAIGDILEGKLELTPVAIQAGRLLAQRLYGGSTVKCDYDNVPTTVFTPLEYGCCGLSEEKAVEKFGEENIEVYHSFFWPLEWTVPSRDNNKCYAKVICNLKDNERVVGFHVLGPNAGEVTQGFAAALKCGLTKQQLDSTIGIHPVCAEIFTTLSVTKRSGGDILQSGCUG
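Rat TrxR1, dispensed at 90 nM, was prereduced with 400 uM NADPH (final) for 5 min at ~22 deg C, then incubated with compound 15 min before 400 uM selenite. A first-read NADPH fluorescence drop versus no-compound background flagged substrates.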
PI4K2A block = blocks human PI4K2A kinase activity; purified PI4K2A, ADP-Glo luminescence, 1 h; hits give low values; activity change, negative = inhibition, % at 76.9 µM; Q9BTU6; 0.13% of 420,000 active; AID 1346378; in the data active = activity change below about -50%; inconclusive = mostly about -30% to -49%;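 note: -100% = wells without enzyme as full effect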
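ADP-Glo luminescence measured ADP generated by PI4K2A enzyme (4 ug/mL before mixing) with 1.2 mM PI substrate (pre-mix) and 300 microM ATP (pre-mix). Tris pH7.5 buffer with MgCl2, Triton X-100; 1 h reaction at ambient temperature.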
PGK inhibitor = T. brucei PGK inhibition; PGK/GAPDH coupled, Kinase-Glo luminescence, 60 min; Potency, µM (top dose mostly 57.5 µM), for the others: at the top dose activity change, negative = inhibition, hits mostly inhibitors; 0.043% of 380,000 active; note: potency is the fitted concentration of half-maximal effect; % is set by controls: 0 for no effect and ±100 for the full control effect; nearly all actives have a fitted effect of over 60% in size
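Recombinant glycosomal PGK reaction used 1,3-bisphosphoglycerate generated in-well by GAPDH (100nM final) in 100mM TEA pH 7.6, 5mM MgCl2, 0.01% Tween-20. After 60 minutes at room temperature, ATP was read by Kinase-Glo Plus luminescence end-point.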
mIDH1 inhibitor = inhibitors of human mutant IDH1 R132H | AID 602179 | 0.093% of 390,000 active | IDH1-R132H enzyme, NADPH consumption, diaphorase/resazurin fluorescence | Potency, µM (top dose mostly 76.6 µM), for inactives: top-dose activity change, negative = inhibition, actives largely listed as inhibitors; note: potency is the fitted concentration of half-maximal effect; % is set by controls: 0 for no effect and ±100 for the full control effect; nearly all actives have a fitted effect of over 65% in size
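IDH1-R132H (0.5 ug/mL) preincubated 30 min with compound, then NADPH (0.016 mM) and alpha-KG (2 mM) added; 80 min at RT, pH 7.5. Remaining NADPH coupled via diaphorase/resazurin to fluorescence (540/590 nm); concentration-response curves normalized to no-enzyme control.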
Pin1 inhibitor = blocks the human prolyl isomerase Pin1; Pin1 FP peptide displacement, HiFluor488, 10 min; 0.009% of 390,000 active; Potency, µM (series often up to 115 µM), for the others: top-dose activity, negative = inhibition, hits mostly inhibitors; Q13526; active = well fitted inhibition curve with a large enough effect in the polarisation, with a control signal flat, not every such curve was filed as active; inconclusive = small, poorly fitted or top-dose-only effect, or effect the other way, or a change in a side signal; inactive = no such curve, though single readings can be large or run the other way; the % refers to the polarisation; note: potency is the fitted concentration of half-maximal effect; % is set by controls: 0 for no effect and ±100 for the full control effect
Target sequence (Q13526 whole entry, looked up): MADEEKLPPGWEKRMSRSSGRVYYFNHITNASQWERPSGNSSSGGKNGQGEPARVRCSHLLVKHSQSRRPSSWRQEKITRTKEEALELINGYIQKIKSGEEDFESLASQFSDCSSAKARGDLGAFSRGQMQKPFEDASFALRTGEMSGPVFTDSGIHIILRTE
GLS inhibitor = glutaminase GLS (human) inhibition. O94925. GLS enzymatic activity, qHTS titration. Potency, µM (doses to about 45.5 µM), for the others: at the top dose activity change, negative = inhibition, hits mostly inhibitors. 0.21% of 410,000 active; note: potency is the fitted concentration of half-maximal effect; % is set by controls: 0 for no effect and ±100 for the full control effect
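hKGA in 45 mM KH2PO4 pH 8.2, 0.02% Tween-20 with pin-transferred compounds; 1 mM L-glutamine (stock) plus glutamate oxidase/HRP/Amplex Red coupling added. Fluorescence read initially and after 30 min at RT.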
rTrxR1 inhibitor = blocks rat thioredoxin reductase 1 | 1% of 390,000 active | O89049 | Potency, µM (doses to about 114 µM), without a hit: at the highest dose activity change, negative = inhibition, most hits filed as inhibitors | recombinant rTrxR1, NADPH fluorescence consumption, selenite substrate; note: potency is the fitted concentration of half-maximal effect; % is set by controls: 0 for no effect and ±100 for the full control effect; nearly all actives have a fitted effect of over 65% in size
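Rat TrxR1 (90 nM in the dispensed reagent) was pre-reduced with 400 uM NADPH for 5 min at room temperature, then incubated with compound for 15 min. After 400 uM selenite was added, NADPH fluorescence (Ex 340/Em 450 nm) was followed for 8 min.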
HP1b chromo inh = inhibitors of HP1-beta chromodomain binding to methylated histone tails | P83916 | AlphaScreen HP1-beta / biotin-H3K9me3 peptide binding | Potency, µM (doses to about 114 µM), for the others: at the top dose activity change, negative = inhibition, most hits filed as inhibitors | 0.56% of 390,000 active | AID 540317; note: potency is the fitted concentration of half-maximal effect; nearly all actives have a fitted effect of over 70% in size; inactives centre near 23
Target sequence (P83916 whole entry, looked up): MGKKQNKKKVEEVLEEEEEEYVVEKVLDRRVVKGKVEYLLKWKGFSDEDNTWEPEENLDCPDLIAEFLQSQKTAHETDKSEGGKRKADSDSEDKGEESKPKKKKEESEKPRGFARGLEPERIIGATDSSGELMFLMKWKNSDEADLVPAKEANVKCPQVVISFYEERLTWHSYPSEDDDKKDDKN
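AlphaScreen: HP1-beta (50 nM) preformed 30 min with biotin-H3(1-18)K9me3 peptide (50 nM) in PBS pH 7.4, 0.01% Tween-20. Compound added for 30 min at RT, then streptavidin donor/nickel chelate acceptor beads (10 ug/mL) for 30 min.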
USP1 inh = blocks the human USP1/UAF1 deubiquitinase complex | 0.23% of 390,000 active | recombinant USP1/UAF1, Ub-Rhodamine cleavage fluorescence | Potency, µM (titrated, usually from 57.1 µM), for the others: at the highest dose activity change, negative = inhibition, actives largely listed as inhibitors | O94782; note: potency is the fitted concentration of half-maximal effect; % is set by controls: 0 for no effect and ±100 for the full control effect; nearly all actives have a fitted effect of over 60% in size; inactives centre near -12
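Step one: compound is pinned into 1nM USP1/UAF1 in HEPES pH 7.8 buffer with TCEP. Step two: 15 min room-temperature incubation. Step three: Ub-Rho (150nM final) starts cleavage, tracked by fluorescence over six one-minute reads.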
An asterisk follows results filed as active; i = inactive; ? = inconclusive; [ ] = remark or other dose. Unless noted, calls come from the whole dose curve; as a rule, active = well fitted curve in the direction sought with a large enough effect; inconclusive = small, poorly fitted or top-dose-only effect, or another doubt; inactive = no such curve, though single readings can be large; an effect the other way counts as inactive or inconclusive. This is a subset; rates above refer to the full screens.

SMILES | TrxR1 substrate | PI4K2A block | PGK inhibitor | mIDH1 inhibitor | Pin1 inhibitor | GLS inhibitor | rTrxR1 inhibitor | HP1b chromo inh | USP1 inh
OCC[C@H]1C[C@@H](O)[C@H](O)[C@]2(CCc3ccccc3O2)O1 | 4% | -3 | 1% | 3% | ? | -6% | 10% | 39% | -20%
O=C(COC(=O)Cc1cccc(F)c1)NC(=O)NC1CCCCC1 | -3%[57.1 µM] | -1 | -5% | -6% | -3% | -2% | 5%[57.1 µM] | 23% | -8%
Cc1nc2ccn(Cc3cccnc3)c(=O)c2cc1C(=O)N1CCN(c2ccccc2F)CC1 | -2%[57.1 µM] | 0 | 2% | -15% | 0% | 0% | -2%[57.1 µM] | 36% | -11%
CCc1cccc(C)c1NC(=S)N(CCN(C)C)C(C)c1cccnc1 (centres undefined) | 11%[57.1 µM] | 3 | -5% | 20% | -3% | -2% | 18%[57.1 µM] | 13% | -4%
COc1ccc(N2CCN(c3oc(Cc4cccc5ccccc45)nc3C#N)CC2)cc1 | 8% | 4 | -6% | 7% | 6% | 24% | 19% | ? | 9%
CN(Cc1ccccc1)C(=O)CCC(=O)N(C)Cc1ccccc1 | -7% | -6 | -1% | -2% | 3% | 0% | -30% | 19% | 1%
O=C(CS(=O)(=O)c1ccccc1)N1CCCCC1 | 0% | -12 | 6% | 19% | -2% | 3% | 19% | 20% | -17%
CCc1ccc(Nc2n[n+](-c3ccccc3)c(-c3cccc(Cl)c3Cl)s2)cc1 | 2% | -4 | -6% | 0% | 13% | 3% | -4% | -26% | -15%
Cn1ccnc1COc1ccc(C=O)cc1 | 7%[57.1 µM] | -14 | -10% | 2% | -6% | 4% | 6%[57.1 µM] | 12% | -1%
O=C(O)CSc1nc2sc3c(c2c(=O)n1Cc1ccccc1)CCCCC3 | 6%[57.1 µM] | -1 | -5% | -6% | 16% | -2% | 11%[57.1 µM] | 9% | -16%
Cc1cccc(CSc2nnc(-c3ccco3)n2C)c1 | 4% | -1 | -1% | 6% | -4% | -1% | -9% | 23% | -9%
CCCn1nc(C(=O)NNC(=O)C2CSC3(C)CCC(=O)N23)c2ccccc2c1=O (centres undefined) | 6%[57.1 µM] | 1 | 7% | -5% | 3% | 1% | 10%[57.1 µM] | 34% | -18%
COc1cc2c(C(=O)Nc3ccc(C)cc3Br)cn(C)c(=O)c2cc1OC | 7% | -3 | i | -11% | 2% | 0% | 15%[2.29 µM] | 25% | -4%
CCOc1cc(CNCCO)cc(Br)c1OCc1ccccc1 | 8%[57.1 µM] | -1 | i | 7% | -10% | -4% | 29%[57.1 µM] | 51%[activator] | -22%
CC(C)C(NC(=O)c1ccc(F)cc1)C(=O)Nc1cccnc1 (centres undefined) | 3% | 3 | 9% | 1% | -5% | 1% | 8%[57.1 µM] | 28% | -12%
CCCCNc1c(C(=O)OCC)c(=O)[nH]c2ccccc12 | 7%[57.1 µM] | 2 | -1% | 4% | 2% | 18% | 17%[57.1 µM] | 18% | 5%
O=C(CCS(=O)(=O)c1cc2c3c(c1)CCN3C(=O)CC2)Nc1cccc(Br)c1 | 0%[57.1 µM] | 5 | -10% | 0% | -2% | -8% | 19%[57.1 µM] | 17% | -27%
CCCn1c(=O)c(C(=O)NCc2ccco2)c(O)c2ccccc21 | 2% | -5 | -5% | 4% | 1% | 1% | 11% | 4% | -7%
COc1ccc(N2CCN(C(=O)CCN3C(=S)NC(C)(C)CC3C)CC2)cc1 (centres undefined) | -4%[57.1 µM] | 0 | i | 10% | -6% | -11% | 20%[57.1 µM] | 22% | -11%
Cc1ccc(NC(=O)CN(C)C(=O)CSc2ccc3c(c2)OCCO3)cc1 | 0% | 5 | -1% | 20% | 8% | -9% | 26% | 41%[activator] | -21%
Cc1cc(C)n2nc(S(=O)(=O)N(C)c3ccccc3)nc2n1 | 5%[57.1 µM] | -1 | 4% | 12% | 10% | 4% | 3%[57.1 µM] | 16% | -5%
O=C(CSc1nc2c(c(=O)n1-c1ccc(Br)cc1)SCC2)Nc1nccs1 | -7%[57.1 µM] | -9 | -1% | 14% | 1% | -3% | 12%[57.1 µM] | 46%[activator] | -19%

Single values from the list:
GLS inhibitor with Cn1ccnc1COc1ccc(C=O)cc1 → 4%
USP1 inh with CCc1ccc(Nc2n[n+](-c3ccccc3)c(-c3cccc(Cl)c3Cl)s2)cc1 → -15%

Some of the entries above, set out differently:
Value order – TrxR1 substrate | PI4K2A block | PGK inhibitor | mIDH1 inhibitor | Pin1 inhibitor | GLS inhibitor | rTrxR1 inhibitor | HP1b chromo inh | USP1 inh
COc1cc2c(C(=O)Nc3ccc(C)cc3Br)cn(C)c(=O)c2cc1OC
 : 7% | -3 | i | -11% | 2% | 0% | 15%[2.29 µM] | 25% | -4%
CCOc1cc(CNCCO)cc(Br)c1OCc1ccccc1
 : 8%[57.1 µM] | -1 | i | 7% | -10% | -4% | 29%[57.1 µM] | 51%[activator] | -22%
CC(C)C(NC(=O)c1ccc(F)cc1)C(=O)Nc1cccnc1 (centres undefined)
 : 3% | 3 | 9% | 1% | -5% | 1% | 8%[57.1 µM] | 28% | -12%
CCCCNc1c(C(=O)OCC)c(=O)[nH]c2ccccc12
 : 7%[57.1 µM] | 2 | -1% | 4% | 2% | 18% | 17%[57.1 µM] | 18% | 5%
O=C(CCS(=O)(=O)c1cc2c3c(c1)CCN3C(=O)CC2)Nc1cccc(Br)c1
 : 0%[57.1 µM] | 5 | -10% | 0% | -2% | -8% | 19%[57.1 µM] | 17% | -27%
CCCn1c(=O)c(C(=O)NCc2ccco2)c(O)c2ccccc21
 : 2% | -5 | -5% | 4% | 1% | 1% | 11% | 4% | -7%
COc1ccc(N2CCN(C(=O)CCN3C(=S)NC(C)(C)CC3C)CC2)cc1 (centres undefined)
 : -4%[57.1 µM] | 0 | i | 10% | -6% | -11% | 20%[57.1 µM] | 22% | -11%
Cc1ccc(NC(=O)CN(C)C(=O)CSc2ccc3c(c2)OCCO3)cc1
 : 0% | 5 | -1% | 20% | 8% | -9% | 26% | 41%[activator] | -21%
Cc1cc(C)n2nc(S(=O)(=O)N(C)c3ccccc3)nc2n1
 : 5%[57.1 µM] | -1 | 4% | 12% | 10% | 4% | 3%[57.1 µM] | 16% | -5%
O=C(CSc1nc2c(c(=O)n1-c1ccc(Br)cc1)SCC2)Nc1nccs1
 : -7%[57.1 µM] | -9 | -1% | 14% | 1% | -3% | 12%[57.1 µM] | 46%[activator] | -19%
